# From PubChem BioAssay
# Avidin fluor = avidin bead compound fluorescence profile | Avidin beads, compound fluorescence 488/530 nm, flow cytometry; stronger effect = higher value | fluorescence (KMESF) at 10 µM | hit rate 0.38% among 220,000 | AID 1775; in the data active means fluorescence above about 47; further: inactives centre near 10
# GSH bead fluor = compound fluoresces at 488/530 nm on GSH beads | fluorescence (KMESF) at 10 µM | GSH beads flow cytometry, compound fluorescence 488/530 nm; stronger effect = higher value | AID 1776 | hit rate 0.25% among 190,000; in the data active means fluorescence above about 89;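 further: glutathione beads carrying GST-tagged Bcl family fusion proteins plus one bare bead set; values are compound well signal with DMSO vehicle wells as background; inactives centre near 16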
# Rab2A wt mod = changes GTP binding to wildtype dog Rab2A, up or down. hit rate 0.19% among 190,000. GTP binding activity, % at 10 µM. P61105. AID 760. GST-Rab2 wt beads, Bodipy-GTP binding, flow cytometry;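 active means GTP binding activity at least 20 points away from 100%, either lowered or raised; inconclusive means signal likely due to the compound's own green fluorescence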;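 further: 0% = beads with excess unlabeled GTP and 100% = no-compound control corrected for plate trend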
# HRas wt GTP bind = changes GTP binding to wildtype human HRas | GTP binding activity, % at 10 µM | AID 759 | P01112 | GST-Ras wt beads, Bodipy-FL-GTP binding, flow cytometry; actives lie on both sides | hit rate 0.14% among 190,000;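 active means GTP binding activity at least 20% away from the 100% baseline, either lowered as inhibitor or raised as activator; inconclusive means flagged as likely green fluorescent, judged across all proteins in the well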;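 further: 0% = unlabeled GTP competition control and 100% = no-compound control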
# Target sequence (P01112 whole entry, looked up): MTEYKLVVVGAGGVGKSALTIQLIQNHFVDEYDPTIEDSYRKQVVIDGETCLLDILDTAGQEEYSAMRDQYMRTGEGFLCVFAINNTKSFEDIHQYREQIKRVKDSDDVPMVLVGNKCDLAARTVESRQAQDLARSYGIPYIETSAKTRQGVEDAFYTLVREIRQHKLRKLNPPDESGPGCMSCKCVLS
# Mcl1-Noxa inh = Mcl-1/Noxa interaction inhibition; TR-FRET Mcl-1/Noxa peptide binding, 2 h; inhibition, % at 21.7 µM; hit rate 1.5% among 220,000; AID 1022;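 active means compounds that cut the protein-peptide binding signal by more than 50% relative to plate controls in a single-dose test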;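 further: His-tagged Mcl-1 with rhodamine Noxa BH3 peptide and terbium anti-His antibody; 0% = Mcl-1 plus Noxa peptide wells and 100% = peptide-only wells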
# Target sequence (Q07820 whole entry, looked up): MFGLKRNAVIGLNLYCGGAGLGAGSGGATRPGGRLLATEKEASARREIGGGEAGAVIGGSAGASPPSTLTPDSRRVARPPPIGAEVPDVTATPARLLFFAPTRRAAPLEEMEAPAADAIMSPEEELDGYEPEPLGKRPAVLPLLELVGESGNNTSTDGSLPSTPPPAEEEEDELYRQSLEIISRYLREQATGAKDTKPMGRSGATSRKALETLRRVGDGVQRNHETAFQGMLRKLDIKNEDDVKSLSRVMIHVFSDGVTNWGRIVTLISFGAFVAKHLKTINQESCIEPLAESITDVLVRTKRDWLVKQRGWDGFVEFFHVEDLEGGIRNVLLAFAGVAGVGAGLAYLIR
# Rac1 act GTP bind = human Rac1 activated mutant GTP binding change. P63000. GST-Rac1 activated beads, fluorescent GTP binding, flow cytometry; actives lie on both sides; 100% means binding = to untreated wells. percent activity (GTP binding), % at 10 µM. hit rate 0.11% among 190,000. AID 764;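 active means GTP binding at least 20 percentage points away from the 100% baseline, in either direction, so actives lie on both sides; inconclusive means Compound likely fluorescent itself, or too few beads counted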
# Pf gametocyte = kills late stage P. falciparum gametocytes; P. falciparum stage V gametocytes, ATP luminescence, 24 h; inhibition, % at 10.9 µM; hit rate 0.065% among 150,000; AID 743093;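 active means inhibition above the mean plus 3 SD of compounds within the control limits, set per campaign, cut at about 38% in these data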;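 further: 0% = DMSO wells and 100% = medium only without gametocytes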
# Mcl1 Bid PPI = Mcl-1/Bid interaction inhibition. Q07820. TR-FRET Mcl-1/Bid-Dy647 peptide binding, 1536-well. inhibition, % at 21.7 µM. hit rate 0.97% among 220,000. AID 1021;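 active means compounds that cut the binding signal by more than half at the single screening dose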;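 further: His-tagged Mcl-1 with europium anti-His antibody binding Bid BH3 peptide; 0% = Mcl-1 plus peptide wells and 100% = peptide-only wells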
# Rac1 wt GTP bind = human Rac1 wildtype GTP binding, inhibitors and activators; P63000; GST-Rac1 beads, fluorescent GTP binding, flow cytometry; actives lie on both sides; 0 = cold GTP competed, 100 = untreated; GTP binding activity (% of control), % at 10 µM; hit rate 0.27% among 190,000;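 active means GTP binding activity at least 20 points away from the 100% control level, either lower or higher; inconclusive means compound flagged as likely green fluorescent, judged across all proteins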
# Rab7 wt modul = dog Rab7 wildtype GTP binding, inhibitors and activators; GST-Rab7 beads, fluorescent GTP binding, flow cytometry; actives lie on both sides; untreated = 100%, excess cold GTP = 0%; GTP binding activity (percent of control), % at 10 µM; hit rate 0.055% among 190,000; AID 758;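 active means fluorescent GTP binding to Rab7 beads changed by at least 20 points from the 100% baseline, either direction, mostly lower; inconclusive means compound itself probably fluorescent, or too few beads counted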;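 further: median green fluorescence of bound Bodipy-FL-GTP per Rab7 bead population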
# Cdc42 wt = changes GTP binding to wildtype human Cdc42; P60953; GST-Cdc42 beads, Bodipy-GTP binding, flow cytometry; actives lie on both sides; percent activity (GTP binding), % at 10 µM; hit rate 0.2% among 190,000;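 active means percent activity GTP binding at least 20 points away from the 100% baseline, either down as inhibitor or up as activator; inconclusive means compound flagged as likely green fluorescent from well-wide comparison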;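 further: median bead fluorescence of bound Bodipy-FL-GTP at 100 nM; 0% = excess unlabeled GTP control and 100% = no compound control; below 100% means less GTP binding so inhibitor and above means activator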
# Target sequence (P60953 whole entry, looked up): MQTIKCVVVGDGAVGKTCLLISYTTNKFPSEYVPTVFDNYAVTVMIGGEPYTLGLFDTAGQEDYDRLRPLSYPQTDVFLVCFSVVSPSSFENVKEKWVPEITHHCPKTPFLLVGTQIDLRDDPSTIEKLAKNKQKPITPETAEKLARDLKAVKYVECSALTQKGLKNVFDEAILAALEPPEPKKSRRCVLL
# Numbers without * were called inactive; ? = inconclusive; nt = not tested or not shown.
SMILES,Avidin fluor,GSH bead fluor,Rab2A wt mod,HRas wt GTP bind,Mcl1-Noxa inh,Rac1 act GTP bind,Pf gametocyte,Mcl1 Bid PPI,Rac1 wt GTP bind,Rab7 wt modul,Cdc42 wt
O=c1sc(Nc2ccccc2)nc2ccccc12,10,10,99,96,4,95,11,-57,97,103,94
COc1cc2[nH]c(=S)n(CCCN3CCOCC3)c(=O)c2cc1OC,7,42,103,102,27,100,nt,-3,104,103,104
COc1cccc(OCC(=O)Nc2ccccc2-c2ccccc2)c1,12,14,98,99,-9,98,16,-19,100,100,97
O=C(c1cc(-c2ccc(Cl)cc2)n(-c2ccc(Cl)c(Cl)c2)n1)N1CCOCC1,9,18,96,97,0,97,25,-6,101,98,99
CCN1CCCC1CN(Cc1cc2ccc(C)cc2[nH]c1=O)C(=S)Nc1ccc(OC)cc1 (centres undefined),8,7,97,102,11,100,nt,-34,104,105,100
O=C(O)CCS(=O)(=O)c1ccccc1Cl,24,60,97,99,5,92,14,2,96,106,94
O=P(c1ccccc1)(c1ccccc1)c1nc(-c2ccccc2)oc1NCc1ccccc1,12,14,94,94,14,92,0,-11,96,99,89
COc1ccc(N2CCN(C(=O)COc3ccc(Cl)cc3Cl)CC2)cc1,20,10,101,103,35,96,6,-74,104,101,105
Cc1cccc(CCNS(=O)(=O)c2ccc3c(c2)n(C)c(=O)c(=O)n3C)c1,3,16,102,102,21,96,nt,-15,100,104,101
Cn1c(=O)c(C(=O)CCl)c(N)n(Cc2ccccc2)c1=O,10,18,102,102,1,101,1,-1,108,102,106
Cn1c(SCC(=O)Nc2cccc(C(=O)O)c2)nnc1-c1cc2cc(Br)ccc2o1,11,25,92,95,8,93,-2,-19,94,98,94
COc1ccc(CNC(=O)c2ccc(SC)cc2OC)cc1,21,15,97,97,9,97,-15,-9,101,95,99
Cc1cccc(NC(=O)CN2C(=O)N/C(=C/c3cc(C)n(-c4ccncc4)c3C)C2=O)c1,4,11,99,102,37,99,3,81*,102,102,98
COc1cccc(CN(CC2CCCO2)S(=O)(=O)c2ccc(S(=O)(=O)N(C)C)cc2)c1 (centres undefined),7,17,105,104,23,103,nt,3,109,104,106
Cc1cc(/C=N/NC(=O)c2c(Br)cnn2C)c(C)n1-c1cccc(Br)c1,2,18,100,103,-2,99,-9,-4,105,103,100
COc1cccc(CNC(=O)C2CCCN(c3nn4c(=O)cc(C)nc4s3)C2)c1 (centres undefined),37,24,99,98,-4,97,nt,-9,101,102,99
C=CCN1CCN(C(c2ccccc2)c2nnnn2CCC(C)C)CC1 (centres undefined),4,19,100,100,22,97,nt,-14,101,98,100
CCOc1ccccc1Nc1nc(N)nc(CN2CCCCC2C)n1 (centres undefined),10,10,98,99,-11,96,nt,-9,100,106,97
CCOc1cc(C2CC(=O)NC3=C2C(=O)C(C(=O)OC)C(C)C3)cc(Br)c1O (centres undefined),18,9,101,104,18,102,-11,-10,108,103,107
CCSc1nc2ccc(C)cc2cc1C#N,6,23,?,?,-7,?,19,0,?,?,?
CN(C)C(=O)c1ccccc1-c1ccccc1,7,22,110,109,8,104,nt,-8,108,105,109
CC(C)NC(=O)C1(c2ccccc2)CC1(Cl)Cl (centres undefined),18,15,101,102,5,100,0,-41,105,102,105
COc1ccccc1/C=C/C1NC(=O)NC(C)=C1C(=O)OC(C)C (centres undefined),10,9,100,100,5,98,-3,-15,98,108,98
COc1ccc(NC(=S)NCCN2CCOCC2)cc1,9,11,97,96,-3,96,-13,-35,99,97,97
COc1ccc(-c2[nH]c(-c3ccc(C(=O)O)cc3)nc2-c2ccccc2)cc1,15,22,101,100,-3,99,4,-37,100,99,101
CCOC(=O)C1=C(C)Nc2ccccc2N=C1NC(=O)Cc1ccc(OC)cc1,6,15,96,96,20,97,nt,4,99,99,98
O=C(Nc1cccnc1)C1(c2ccccc2)CCCC1,11,12,98,99,0,98,18,6,101,98,98
CC(=O)/C(=N/Nc1ccc(Br)cc1)Sc1cccc2cccnc12,10,11,97,97,7,95,15,-10,102,95,100
CCCCn1c(NCc2ccccn2)nc2ccccc21,12,25,98,101,23,98,15,-11,100,99,101
Cc1ccc(NC(=O)C2CC(=O)OC23CCOC(C)(C)C3)cc1 (centres undefined),13,21,101,102,8,99,nt,-22,102,102,102

# A stretch from the list above, as a working copy:
SMILES,Avidin fluor,GSH bead fluor,Rab2A wt mod,HRas wt GTP bind,Mcl1-Noxa inh,Rac1 act GTP bind,Pf gametocyte,Mcl1 Bid PPI,Rac1 wt GTP bind,Rab7 wt modul,Cdc42 wt
O=c1sc(Nc2ccccc2)nc2ccccc12,10,10,99,96,4,95,11,-57,97,103,94
COc1cc2[nH]c(=S)n(CCCN3CCOCC3)c(=O)c2cc1OC,7,42,103,102,27,100,nt,-3,104,103,104
COc1cccc(OCC(=O)Nc2ccccc2-c2ccccc2)c1,12,14,98,99,-9,98,16,-19,100,100,97
O=C(c1cc(-c2ccc(Cl)cc2)n(-c2ccc(Cl)c(Cl)c2)n1)N1CCOCC1,9,18,96,97,0,97,25,-6,101,98,99
CCN1CCCC1CN(Cc1cc2ccc(C)cc2[nH]c1=O)C(=S)Nc1ccc(OC)cc1 (centres undefined),8,7,97,102,11,100,nt,-34,104,105,100
O=C(O)CCS(=O)(=O)c1ccccc1Cl,24,60,97,99,5,92,14,2,96,106,94
O=P(c1ccccc1)(c1ccccc1)c1nc(-c2ccccc2)oc1NCc1ccccc1,12,14,94,94,14,92,0,-11,96,99,89
COc1ccc(N2CCN(C(=O)COc3ccc(Cl)cc3Cl)CC2)cc1,20,10,101,103,35,96,6,-74,104,101,105
Cc1cccc(CCNS(=O)(=O)c2ccc3c(c2)n(C)c(=O)c(=O)n3C)c1,3,16,102,102,21,96,nt,-15,100,104,101

# More records
SMILES,Avidin fluor,GSH bead fluor,Rab2A wt mod,HRas wt GTP bind,Mcl1-Noxa inh,Rac1 act GTP bind,Pf gametocyte,Mcl1 Bid PPI,Rac1 wt GTP bind,Rab7 wt modul,Cdc42 wt
COC(=O)COC(=O)c1ccc(O)cc1,16,24,105,105,-5,101,27,-26,104,103,107
Nc1nc(N2CCN(Cc3ccccc3)CC2)n[nH]1,5,11,95,96,-1,97,10,-55,99,95,96
CC(=O)c1cnc2cc(-c3ccc(C)cc3)nn2c1C,4,15,98,102,-4,98,nt,-7,108,102,99
N#CC1=C2SCC(O)(c3ccccc3)N2C(=O)CC1c1cccs1 (centres undefined),36,28,95,97,9,96,nt,-2,103,98,97
Cc1cc(C(=O)OCC(=O)N2CCOCC2)c2ccccc2n1,6,5,101,102,-32,101,nt,-26,106,105,105
CCn1c(=O)n(CC(=O)N2CC(C)CC(C)C2)c(=O)c2ccccc21 (centres undefined),33,11,91,94,-6,91,11,12,92,90,95
COC(=O)Cn1c(=NC(=O)CSC(C)=O)sc2ccccc21,7,27,99,101,-6,101,nt,-14,104,100,100
O=C(CN1CCC(n2cnc3cc(F)ccc32)CC1)Nc1ccccc1Br,14,13,98,94,0,97,-11,1,97,95,99
COc1ccc(Cl)cc1NC(=O)c1cccc(NC(=O)CCC(=O)O)c1,3,6,99,103,15,101,-26,-34,104,105,101
O=C(N/N=C/c1cccc([N+](=O)[O-])c1)c1cc2ccccc2o1,16,13,98,100,25,99,nt,20,104,101,104
Cc1ccc(C)c(NC(=O)C2CC(Cl)=CCC2C(=O)O)c1 (centres undefined),13,25,96,97,25,92,2,-16,99,96,100
Cc1ccc(/C(O)=C2/C(=O)C(=O)N(CCN3CCOCC3)C2c2cccs2)cc1 (centres undefined),25,53,103,101,4,100,nt,-67,101,105,100
S=C1NC(c2ccccc2)=CC(c2ccccc2)N1 (centres undefined),19,13,95,95,-6,94,-22,-22,98,94,96
Cc1ccc(NC(=O)C(c2ccc(Cl)cc2Cl)N2CCCC2)cc1 (centres undefined),15,18,101,100,-4,100,-5,-6,101,98,97
CCN1C(=O)c2cccc3cccc1c23,9,16,98,96,9,95,-23,4,102,94,99
O=C(CSc1nnc(CN2CCOCC2)n1-c1ccc(Cl)cc1)Nc1cc(Cl)ccc1O,26,17,92,94,7,93,9,-21,93,96,92
Cc1ccc2oc(C(=O)Nc3nnc(C)s3)c(C)c2c1,7,27,99,98,26,99,nt,0,102,97,98
Cc1nnc(SCC(=O)Nc2ccc(Cl)cn2)s1,13,9,97,100,10,100,9,-12,103,98,101
O=C(CN1CCCC1)Nc1ccc(Br)cc1,10,11,105,103,19,101,23,27,101,105,105
CC(C)N(C(=O)CN1C(=O)NC2(CCCCCC2)C1=O)C(C)C,14,20,99,102,10,101,nt,-12,102,101,101
CSc1nc(N)nc(SCC(=O)CC(=O)OC(C)C)c1C#N,5,6,102,101,19,101,8,-34,105,101,103
CCN1CN(CCc2ccccc2)CNC1=S,6,10,98,101,-7,100,31,-55,107,105,102
COc1ccc(OC)c(NC(=O)c2cc3c(Cl)nc4ccccc4c3s2)c1,13,8,98,98,26,97,nt,6,102,99,101
CSC(=NC1CCCCC1)NS(=O)(=O)c1ccccc1,11,10,100,102,-5,102,nt,-32,105,98,103
Cc1ccc(S(=O)(=O)N[C@@H](CC(C)C)C(=O)NCc2ccco2)cc1,7,6,105,104,-6,104,9,-34,107,101,105
COCCNC(=O)Cn1cc(C(=O)c2cccs2)c2ccccc21,21,18,97,100,-8,97,nt,-1,100,98,97
COc1ccc(CNC(=O)CSc2nnc(-c3cccnc3)n2N)cc1,11,15,99,97,29,96,-2,-15,101,106,98
CCc1cc2c(=O)c(-c3nc4ccccc4n3C)c(C)oc2c(CN2CCN(C)CC2)c1O,36,23,101,101,16,101,nt,-18,112,97,103
CC(=O)N1c2ccccc2C2(O)N=C(C)SC12 (centres undefined),8,6,99,99,55*,101,nt,-24,98,97,99
CCN(CC)S(=O)(=O)c1cccc(NC(=O)COC(=O)CCC(=O)c2ccc(F)cc2)c1,5,14,103,106,2,101,nt,-15,103,110,103
